MCF10A rerep – A quantitative high throughput screen for small molecules that induce DNA re-replication in MCF 10a normal breast cells. Potency, µM (highest dose often 46.1 µM), for inactives: at the top dose activity, positive = re-replication, usual class: activators. hit rate 2.9% among 350,000. MCF 10A DNA re-replication, Hoechst nuclear intensity, 48 h. AID 624296, 2012; also: potency is read from the fitted curve at half-maximal effect; % of control where 0% means no effect; nearly all actives have a fitted effect of over 50% in size
IL1B secr inh – qHTS for Inhibitors of Inflammasome Signaling: IL-1-beta AlphaLISA Primary Screen. THP-1 LPS/ATP IL-1B secretion, AlphaLISA, 16 h; stronger effect = lower value. activity change, % at 57.5 µM. hit rate 4.7% among 360,000. AID 743279, 2014; in the data active = activity change below about -50%; inconclusive = mostly about -30% to -49%; also: % is scaled to controls: 0 for no effect and ±100 for the full control effect
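Secreted IL-1B measured by AlphaLISA bead assay after 16 h compound exposure of THP-1 cells; compounds (final up to 57.5 uM) added 1 h before LPS (250 ng/mL) and ATP (1.25 mM) stimulation; lower signal means less secretion.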
ATXN2 expr inh – Primary qHTS for Inhibitors of ATXN expression; Potency, µM (doses to about 57 µM), for the others: at the top dose activity change, negative = inhibition, usual class: inhibitors; hit rate 0.72% among 360,000; HEK-293 ATXN2-luciferase reporter, luminescence, 24 h; also: potency is read from the fitted curve at half-maximal effect; % is scaled to controls: 0 for no effect and ±100 for the full control effect; nearly all actives have a fitted effect of over 55% in size
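qHTS (up to 57 uM final) was run with 24 h compound exposure of reporter cells at 37 °C. Each well was multiplexed: SteadyGlo luminescence measured ATXN2-luciferase expression after a fluorogenic Gly-Phe-AFC viability readout (25 uM final).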
Nrf2 ARE act – qHTS of Nrf2 Activators | AREc32 ARE-luciferase reporter (MCF7-derived line), luminescence, 24 h | Potency, µM (titrated, usually from 46.1 µM), for the others: at the top dose activation, most hits filed as activators | hit rate 0.31% among 410,000 | AID 624171, 2012; also: potency is read from the fitted curve at half-maximal effect; % of control where 0% means no effect; nearly all actives have a fitted effect of over 65% in size
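ARE-driven firefly luciferase activity in AREc32 cells measured after a 24 hr compound exposure at 37 deg C, using Steady-Glo reagent and a 30 min room-temperature hold.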
TGFb SMAD3 inh – qHTS for Inhibitors of TGF-b; HepG2 CAGA-GFP TGF-b/SMAD3 reporter, GFP fluorescence, 18 h; TGF-beta stimulated, 500 pg/mL final; hit rate 1.2% among 410,000; Potency, µM (top dose mostly 46.1 µM), inactives show top-dose activity, negative = inhibition, actives largely listed as inhibitors; also: potency is read from the fitted curve at half-maximal effect; % is scaled to controls: 0 for no effect and ±100 for the full control effect; nearly all actives have a fitted effect of over 65% in size
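Cell-based qHTS in HEPG2 carrying a CAGA-GFP Smad reporter; compounds added before 500 pg/mL final TGF-beta, 18 h incubation at 37 degrees C, GFP fluorescence quantified per cell by imaging cytometry.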
Nrf2 inh – Nrf2 qHTS screen for inhibitors | Potency, µM (doses to about 46 µM), without a hit: at the top dose activity change, negative = inhibition, most hits filed as inhibitors | hit rate 2.1% among 360,000 | A549 ARE-Fluc reporter, luciferase luminescence, 18-24 h | AID 504444, 2011; also: potency is read from the fitted curve at half-maximal effect; % is scaled to controls: 0 for no effect and ±100 for the full control effect; nearly all actives have a fitted effect of over 60% in size
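Cells were seeded and rested 2 h, then exposed to compounds for 18-24 h. CellTiter-Fluor was read first as a viability measure. BugLite was added 15 min before the final luminescent read of ARE-luciferase activity in A549 cells.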
HepG2 tox – qHTS for Inhibitors of TGF-b: Cytotox Counterscreen; HepG2 CAGA-GFP viability, ATP luminescence, 18 h; Potency, µM (series often up to 46.1 µM), without a hit: at the highest dose activity change, negative = cytotoxicity, most hits filed as cytotoxic; hit rate 0.76% among 410,000; also: potency is read from the fitted curve at half-maximal effect; some results filed as inactive show a strong effect at the top dose
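HepG2 CAGA-GFP cells (1000/well, DMEM with 1% FBS) received compound, then TGF-beta at 500 pg/mL final, and were incubated 18 hours at 37 degrees C. Viability was read by CellTiter-Glo luminescence. Media-only wells were set as complete cell-killing and DMSO as no toxicity.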
A549 tox – Nrf2 qHTS screen for inhibitors: counterscreen for cytotoxicity; A549 ARE-Fluc cells, CellTiter-Fluor viability, 18-24 h; Potency, µM (titrated, usually from 46 µM), for the others: at the top dose activity change, negative = cytotoxicity, hits mostly inhibitors; hit rate 0.16% among 390,000; also: potency is read from the fitted curve at half-maximal effect; % is scaled to controls: 0 for no effect and ±100 for the full control effect
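A549 ARE-Fluc cells in 5% FBS OPTI-MEM, 5000 cells/well, rested 2 h then exposed to compounds in concentration-response for 18-24 h at 37 °C. Viability by CellTiter-Fluor fluorescence (Ex 405/Em 525) after 30 min; luciferase luminescence (BugLite, 15 min, RT) read afterwards.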
S2 tox – Viability Counterscreen for Primary qHTS for Inhibitors of ATXN expression | AID 651635, 2014 | S2 cells (HEK-293 line with an ATXN2-luciferase reporter) viability, CellTiter-Fluor protease fluorescence, 24 h | hit rate 0.49% among 400,000 | Potency, µM (doses to about 56.7 µM), usual class: cytotoxic; also: potency is read from the fitted curve at half-maximal effect; nearly all actives have a fitted effect of over 40% in size
Active calls of the source: *; i = inactive; ? = inconclusive; . = not tested or not shown; [ ] = dose if it differs, or a comment. Unless noted, calls follow the shape of the dose curve; as a rule, active = well fitted curve in the direction sought with a large enough effect; inconclusive = small, poorly fitted or top-dose-only effect, or another doubt; inactive = no such curve, though single readings can be large; an effect the other way counts as inactive or inconclusive.

SMILES | MCF10A rerep | IL1B secr inh | ATXN2 expr inh | Nrf2 ARE act | TGFb SMAD3 inh | Nrf2 inh | HepG2 tox | A549 tox | S2 tox
Cc1c(CCC(=O)N2CCC(C(=O)NCCCCCC(=O)O)CC2)c(=O)oc2cc3oc4c(c3cc12)CCCC4 | 8% | -19 | ? | -1.1% | 4% | ? | 0% | -4% | ?
O=C(CCc1c[nH]c2ccccc12)N1CCCCCCC1 | 6% | -23 | 7% | 0.0% | -5% | 5% | 0% | 2% | i
COCc1cc(Sc2ccc(Cl)cc2Cl)nc(-c2ccccc2)n1 | ? | 7 | -8% | -1.2% | -2% | -2% | 8% | -2% | i
COc1ccccc1C1CC(c2ccccc2)=NN1C(=O)c1ccccc1 (stereo not given) | 9% | -10 | -18% | 0.2% | ? | -24% | -11% | -9% | i
CCn1cc(C(=O)NCCCOC(C)C)c2cc(OC)c(OC)cc2c1=O | -2% | 7 | 0% | -0.6% | 2% | 7% | -17% | 1% | i
Cc1ccc2nc(SCC(=O)N3CCN(c4ccccc4)CC3)nc(=O)n2c1 | -7% | -22 | -8% | -0.1% | 3% | -10% | 10% | 0% | i
Cc1ccc(S(=O)(=O)NNC(=O)c2ccc3ccccc3n2)cc1 | -11% | 20 | -2% | -0.3%[9.22 µM] | 28% | 0% | 7% | 17% | i
C/C(=N\NC(=O)c1cccc(S(=O)(=O)N2CCOCC2)c1)c1ccc(OCC(=O)N(C)C)cc1 | 6% | 13 | 4% | 0.4% | -16% | 14% | -3% | 0% | i
COc1cccc(C(=O)O[C@@H]2[C@H](Cc3ccccc3)NS(=O)(=O)[C@H]3C[C@@H]4C=C[C@]23O4)c1 | 10% | -8 | -1% | 0.7% | 11% | -4% | 3% | 1% | i
O=C(NN1C(=O)C2C(C1=O)C1C=CC2C12CC2)c1cccc(Cl)c1 (stereo not given) | -4% | 25 | 0%[11.3 µM] | 0.4% | 5% | -3% | 1% | -1% | i
CN1CCN(C(=O)c2ccc3c(c2)NC(=O)C(C)(C)O3)CC1 | 3% | 14 | 8% | 0.1% | -7% | 7% | -15% | . | i
Cc1ccc(NC(=O)NC(=O)COc2ccc(Cl)cc2Cl)c(C)c1 | -2% | 4 | -13% | -1.1% | 7% | -1% | 1% | -1% | i
Cc1ccc(CS(=O)(=O)Cc2ccc(C(=O)NCCCN3CCOCC3)o2)cc1 | -8% | 29 | 1% | 0.1% | -7% | -11% | 5% | 14% | i
CC(C)(C)c1csc(NC(=O)CCc2ccccc2)n1 | ? | -54* | -31% | 5.6% | -26% | 6% | -46% | 5% | i
COc1ccc(OC)c(-n2cnc3cc(C(=O)NCCc4ccccc4)ccc32)c1 | . | . | 18% | 0.6% | 1% | . | 8% | 0% | i
Cc1cnc(NC(=O)CCN2C(=O)C3CCCCC3C2=O)s1 (stereo not given) | 1% | ? | -14% | -0.6% | 7% | 18% | -3% | -3% | i
C=CCn1ccc(O)c(Cc2ccc(Cl)cc2)c1=O | 0% | 30 | -3% | 0.0% | 54%[activator] | 11% | 12% | -6% | i
Cn1c(=S)n(CCC(=O)O)c2ccccc21 | 8% | 16 | 1% | -0.4% | 19% | -7% | 4% | -2% | i
COc1cccc(/C=N/Nc2ncnc(Cl)c2N)c1O | ? | 14 | ? | 4.8% | 7.1µM* | -25% | -27% | -10% | 11µM*
CCOCCCN1C(=O)C(O)=C(C(C)=O)C1c1cccs1 (stereo not given) | 0% | 18 | -3% | -0.6% | 10% | -2% | -20% | 9% | i
Cc1ccc2c(c1)=C(c1sc(N(C)c3ccc(O)cc3)nc1O)C(=O)N=2 | 17% | ? | . | -0.5% | -14% | 8% | -17% | -9% | i
CCOC(=O)c1oc2ccccc2c1NC(=O)CCl | ? | ? | . | -4.1% | ? | 11% | -104% | 11% | ?
CCc1ccc[n+](-c2nc([O-])sc2C=O)c1 | ? | -3 | 9% | 0.4% | -5% | 3% | 3% | -7% | i
O=C(O)Cc1ccc(NC(=O)Nc2cccc3ccccc23)cc1 | 1% | 11 | 4% | -0.4% | 30% | -3% | 6% | 1% | i
CCn1c(SCC(=O)C(C)(C)C)nnc1-c1ccccc1OC | -2% | 10 | 5% | -0.7% | 25% | . | 19% | 5% | i

Entries above that have a tert-butyl group (two):
SMILES | MCF10A rerep | IL1B secr inh | ATXN2 expr inh | Nrf2 ARE act | TGFb SMAD3 inh | Nrf2 inh | HepG2 tox | A549 tox | S2 tox
CC(C)(C)c1csc(NC(=O)CCc2ccccc2)n1 | ? | -54* | -31% | 5.6% | -26% | 6% | -46% | 5% | i
CCn1c(SCC(=O)C(C)(C)C)nnc1-c1ccccc1OC | -2% | 10 | 5% | -0.7% | 25% | . | 19% | 5% | i

Single records (already shown). Screens in order: MCF10A rerep | IL1B secr inh | ATXN2 expr inh | Nrf2 ARE act | TGFb SMAD3 inh | Nrf2 inh | HepG2 tox | A549 tox | S2 tox
COc1ccccc1C1CC(c2ccccc2)=NN1C(=O)c1ccccc1 (stereo not given) in the list: 9% | -10 | -18% | 0.2% | ? | -24% | -11% | -9% | i
C/C(=N\NC(=O)c1cccc(S(=O)(=O)N2CCOCC2)c1)c1ccc(OCC(=O)N(C)C)cc1 in the list: 6% | 13 | 4% | 0.4% | -16% | 14% | -3% | 0% | i
Cc1ccc(CS(=O)(=O)Cc2ccc(C(=O)NCCCN3CCOCC3)o2)cc1 in the list: -8% | 29 | 1% | 0.1% | -7% | -11% | 5% | 14% | i

Quoted from the listing:
CCn1c(SCC(=O)C(C)(C)C)nnc1-c1ccccc1OC in MCF10A rerep = -2%
Cc1c(CCC(=O)N2CCC(C(=O)NCCCCCC(=O)O)CC2)c(=O)oc2cc3oc4c(c3cc12)CCCC4 in HepG2 tox = 0%

Entries above shown as hits in TGFb SMAD3 inh.
structure	IL1B secr inh	Nrf2 ARE act	TGFb SMAD3 inh
COc1cccc(/C=N/Nc2ncnc(Cl)c2N)c1O	14	4.8%	7.1µM*

Following part
SMILES | MCF10A rerep | IL1B secr inh | ATXN2 expr inh | Nrf2 ARE act | TGFb SMAD3 inh | Nrf2 inh | HepG2 tox | A549 tox | S2 tox
COC(=O)c1cc(OC)c(OC)cc1N1C(=O)CCCC1=O | -4% | 9 | . | -0.6% | 3% | -14% | -4% | -3% | ?
CC(C)c1nnc(NC(=O)COC(=O)/C=C/c2ccc([N+](=O)[O-])cc2)s1 | -7% | -8 | 1% | 0.1% | 9% | -4% | 12% | 6% | i
Cc1ccc(S(=O)(=O)N(C)C)cc1NC(=O)COC(=O)c1cccs1 | . | -13 | . | 0.2% | -11% | . | -13% | . | i
COc1ccc(CN(C)CC(=O)NC(=O)NCc2ccccc2)cc1OC | 0% | 6 | 3% | -0.8% | 26% | -5% | 5% | 1% | ?
CCOCCc1nn2c(=O)cc(COC(=O)c3ccccc3NC(=O)CC(C)C)nc2s1 | . | . | -16% | 8.3% | -17% | . | -2% | 1% | ?
Cc1ccc(N(CC(=O)NCC2CCCO2)C(=O)CCC(=O)Nc2nccs2)cc1 (stereo not given) | 0% | 12 | 6% | 0.0% | 11% | 1% | 19% | -1% | i
CC1SC(=NC(=O)C(C)N2C(=O)c3ccccc3C2=O)NC1=O (stereo not given) | -1% | 6 | 3% | 0.6% | 0% | ? | 16% | 5% | i
COc1cc(S(=O)(=O)N2CCOCC2)ccc1NC(=O)COC(=O)c1ccccn1 | -1% | 23 | -4% | -0.2% | -7% | 5% | 9% | -11% | i
Cc1ccc([N+](=O)[O-])c(C(=O)Nc2cccnc2Cl)c1 | 0% | 13 | . | 0.4% | -4% | 3% | -10% | 3% | i
CCOC(=O)N1CCN(c2cc(=O)n(-c3ccccc3Cl)c(=O)[nH]2)CC1 | -1% | -11 | -2% | -0.4% | 4% | 15% | -16% | 11% | i
CC(Sc1nnc(-c2ccncc2)n1C)C(=O)NCC1CCCO1 (stereo not given) | -8% | 18 | -3% | -0.1% | -19% | -1% | -9% | 0% | i
O=C(c1ccc2c(c1)N(Cc1ccc(Cl)cc1)C(=O)c1ccccc1S2=O)N1CCCCC1 (stereo not given) | . | . | -3% | -0.2% | ? | -21% | 0% | -4% | i
CC(=O)Nc1cccc(-c2nnc(SCC(=O)n3c4c(c5ccccc53)CCCC4)n2C)c1 | 9% | 9 | 1% | 0.8% | -23% | -10% | 0% | -4% | i
Cc1c(C(=O)OCC(=O)N(C)C2CCS(=O)(=O)C2)oc2ccc(Br)cc12 (stereo not given) | 0% | -10 | -20% | 0.4% | 10% | -13% | 7% | -1% | i
COC(=O)c1c(-c2cccc(C)c2)csc1N | ? | ? | -6% | -0.5% | 1% | -11% | -31% | 0% | i
Cc1c(CCCl)c(Cl)n2c(nc3ccccc32)c1C#N | 2.9µM* | -113* | ? | 7.6% | ? | ? | -21% | ? | ?
O=C1CC(c2ccccc2)CC(O)=C1C=NCc1ccc(Cl)c(Cl)c1 (stereo not given) | 23% | 16 | -5% | -0.9% | 4% | 8% | 0% | -4% | i
CCC1(C)Cc2nc3sc(C(=O)O)c(N)c3cc2CO1 (stereo not given) | 10% | -12 | 6% | 2.7% | 4% | . | 1% | 8% | i
Cc1ccc(Cn2ccc(NC(=O)c3cc(C4CC4)on3)n2)cc1 | ? | -2 | -7% | -0.4% | 1% | -10% | -1% | -4% | i
Cc1ccccc1S(=O)(=O)Cc1ccc(C(=O)NCc2ccccc2Cl)o1 | . | . | -7% | -0.3% | ? | -10% | -28% | -9% | i
CCOc1cc(N2CCOCC2)c(OCC)cc1NC(=O)c1ccc(C)cc1 | 0% | 6 | -20% | -0.5% | 12% | -12% | 4% | -12% | i

Screens (PubChem)
